IkB sig inh – IkB Signaling | AID 445, 2006 | ABC-DLBCL IkBa-CBG/CBR dual luciferase ratio, 4 h; response scale: scaled: untreated 0%, proteasome inhibitor 100% | actives 0.04% (n = 110,000) | Potency, µM (series often up to 57.1 µM), without a hit: at the top dose IkBa stabilization activation; active = well fitted curve in the direction sought with a large enough effect in the signal ratio, not every such curve was filed as active; inconclusive = small, poorly fitted or top-dose-only effect, or a change in a side signal; the % refers to the signal ratio;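 note: the direction sought is a rising ratio; 0% = basal untreated cells and 100% = reference inhibitor full response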
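Luminescence ratio of IκBα-fused green versus native red beetle luciferase in OCI-Ly3 cells, 4 h post-doxycycline with compound; red signal alone, scaled from basal (0%) to zero light (-100%), flagged nonspecific or cytotoxic effects.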
Peg3 imprint – qHTS Assay for Compounds that Induce Erasure of Genomic Imprints | AID 1948, 2009 | Potency, µM (highest dose often 60.7 µM), for the others: top-dose activity change, positive = activation, hits mostly activators | mouse ES Peg3-LacZ reporter, beta-gal luminescence, 40 h | actives 0.02% (n = 110,000);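 note: 0% = negative control wells on the plate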
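Gelatin-coated wells received 300 freshly trypsinized female ES cells with a Peg3LacZ-Neo reporter on the maternal allele, then incubated 40 hours at 37C. BetaGlo was added for 5 minutes at room temperature before a single luminescence read.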
p53ts 32C kill – qHTS Screen for Compounds that Selectively Target Cancer Cells with p53 Mutations: Cytotoxicity of p53ts Cells at the Permissive Temperature; H1299-p53A138V at 32C, ATP luminescence viability, 24 h; Potency, µM (doses to about 46.1 µM), inactives show at the highest dose activity change, negative = cytotoxicity, usual class: cytotoxic; actives 0.93% (n = 130,000); AID 924, 2007;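 note: 0% = DMSO and -100% = full killing by reference compound; nearly all actives have a fitted effect of over 55% in size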
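Viability by ATPlite luminescence after 24 h compound treatment (up to 46 uM) at the permissive 32C. Cells are H1299 carrying p53 A138V. Scale runs from DMSO basal to 100 uM tamoxifen as full kill; AC50 from Hill fits.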
p53ts 39C kill – qHTS Screen for Compounds that Selectively Target Cancer Cells with p53 Mutations: Cytotoxicity of p53ts Cells at the Nonpermissive Temperature | H1299-p53A138V viability at 39C, ATP luminescence, 24 h | Potency, µM (doses to about 46.1 µM), for the others: at the highest dose activity change, negative = cell killing, hits mostly cytotoxic | actives 1.5% (n = 130,000) | AID 902, 2007; note: nearly all actives have a fitted effect of over 55% in size
* marks the source's active call; other numbers are inactive results; ? = inconclusive; · = no result given; [ ] = remark or other dose. Unless noted, calls come from the whole dose curve; as a rule, active = well fitted curve in the direction sought with a large enough effect; inconclusive = small, poorly fitted or top-dose-only effect, or another doubt; inactive = no such curve, though single readings can be large; an effect the other way counts as inactive or inconclusive. Unless noted, % is set by controls: 0 for no effect and ±100 for the full control effect; potency is the fitted concentration of half-maximal effect. An unsorted share of the library; overall some 1.8% were active at least once.

Screens in order: Peg3 imprint	p53ts 39C kill	IkB sig inh	p53ts 32C kill
COc1ccc(NC(=O)CSC2=Nc3ccccc3C3=NC(CC(=O)NCc4ccco4)C(=O)N23)cc1 (stereo not drawn)
    -8%[10.9 µM]	-8%	-1.1%	1%
CCc1nn(CCCC(=O)NCc2cc(Br)ccc2OC)c(=O)c2cc3occc3n12
    ?	-19%	?	1%
Cc1ccc(NC(=O)c2cccc(NC(=O)N3CCSc4ncccc43)c2)cc1Cl
    6%[10.9 µM]	?	?	-14%
CCOC(=O)C1(Cc2ccc(O)cc2)NC(c2ccccc2F)C2C(=O)N(C)C(=O)C21 (stereo not drawn)
    -5%	-1%	-2.1%	-4%
COc1ccc(OCC(=O)Nc2cc(-c3nc4ccccc4o3)ccc2Cl)cc1
    1%[10.9 µM]	34%[activator]	-4.7%	-3%
CC(C)(C)C1CCc2c(sc3nnn(CCOc4ccccc4)c(=O)c23)C1 (stereo not drawn)
    -7%[10.9 µM]	-15%	?	-3%
CS(=O)(=O)c1ncc(Cl)c(C(=O)Nc2ccc(N3CCOCC3)cc2)n1
    -73%[inhibitor]	?	?	13µM*
Cc1ccc(NC(=O)CSc2nccc(=O)[nH]2)c(S(=O)(=O)N2CCOCC2)c1
    -6%	3%	2.7%	6%
Nc1c(C(=O)Nc2ccc(C(F)(F)F)cc2)sc2nc(-c3cccs3)ccc12
    -23%[10.9 µM]	-1%	1.9%	-2%
O=C(Nc1ccc(S(=O)(=O)N2CCC(c3nc4ccccc4s3)CC2)cc1)c1ccc(F)cc1
    -11%[10.9 µM]	-1%	0.9%	-10%

Following part.
Screens in order: Peg3 imprint	p53ts 39C kill	IkB sig inh	p53ts 32C kill
O=C(Oc1ccc(-c2cn3c(n2)SCC3)cc1)c1ccccc1
    -30%	-23%	2.5%	-14%
CC1=C(C(N)=O)C(c2ccc(Cl)cc2)NC(=O)N1 (stereo not drawn)
    ·	11%	3.0%	-6%
Cc1cccc(Cn2c(=O)n3nc(-c4ccccc4)nc3c3ccccc32)c1
    -16%[10.9 µM]	-13%	?	0%
C=CCn1nnnc1SCC(=O)Nc1ccccc1C(=O)OC
    -15%	6%	-2.4%	6%
O=C(NCc1cccs1)C1CCN(S(=O)(=O)c2ccc3c(c2)OCCO3)CC1
    -4%	2%	0.8%	6%
c1coc(CNc2nc(N3CCCCC3)nc3ccccc23)c1
    -27%	-1%	?	-2%
CN(C)CCNc1nc2c(c(=O)[nH]c(=O)n2C)n1CC(O)COc1ccc(Cl)cc1Cl (stereo not drawn)
    -9%	-23%	-0.7%	1%
COCCCNC(=O)c1ccc(Cn2c(=O)[nH]c3ccccc3c2=O)cc1
    -22%	-7%	-3.7%	5%
CC(=O)NCCc1c(Cc2ccccc2)[nH]c2ccccc12
    -5%	-9%	0.4%	9%
COc1ccc(OC)c(C2C3=C(N=C4SCC(=O)N42)c2ccccc2CC3)c1 (stereo not drawn)
    -5%	2%	0.4%	8%

(more compounds)
Screens in order: Peg3 imprint	p53ts 39C kill	IkB sig inh	p53ts 32C kill
Cc1ccccc1-c1noc(CSc2nnc(-c3ccncc3)n2-c2ccc(F)cc2)n1
    -10%[10.9 µM]	-28%	1.9%	-3%
CCOc1nc(NCCC2=CCCCC2)nc(N2CCOCC2)n1
    -7%	2%	0.4%	2%
CC/C(C)=N/O
    -2%	1%	1.0%	1%[1.84 µM]
O=C(O)C1C2C=CC(C2)C1C(=O)OCC1CCCO1 (stereo not drawn)
    4%	6%	1.5%	1%
COc1c(O)c(O)cc2c1oc1c3ccccc3oc(=O)c21
    -15%	-11%	·	?
Cc1ccccc1-c1nnc(SCC(=O)N2CCCCC2)o1
    -7%[10.9 µM]	-11%	0.2%	-7%
COc1ccc(S(=O)(=O)Nc2nnc(C(C)(C)C)s2)cc1
    -4%	-3%	2.1%	4%
Cc1cccc(C(=O)Nc2nnc(S(=O)(=O)N(C)c3ccccc3C)s2)c1
    -19%[10.9 µM]	11%	-1.4%	7%
CCc1ccc(-c2nc(CSCC(=O)NCCCN3CCCC3=O)c(C)o2)cc1
    -17%	-13%	-1.4%	-9%
Cc1cccc(-c2cc(=O)c3cc(C)ccc3o2)c1
    -43%[inhibitor]	?	·	?

Among those listed so far, 2 have a tert-butyl group:
Screens in order: Peg3 imprint	p53ts 39C kill	IkB sig inh	p53ts 32C kill
CC(C)(C)C1CCc2c(sc3nnn(CCOc4ccccc4)c(=O)c23)C1 (stereo not drawn)
    -7%[10.9 µM]	-15%	?	-3%
COc1ccc(S(=O)(=O)Nc2nnc(C(C)(C)C)s2)cc1
    -4%	-3%	2.1%	4%

(listing goes on)
Screens in order: Peg3 imprint	p53ts 39C kill	IkB sig inh	p53ts 32C kill
O=C(CCCn1c(=O)c2cccn2c2ccccc21)Nc1cc(C(F)(F)F)ccc1Cl
    -12%[10.9 µM]	-10%	-0.6%	5%
COc1cccc(Cn2c(=O)c(CCc3ccccc3)nc3cncnc32)c1
    -12%	11%	0.8%[11.4 µM]	8%
COc1ccc(N(CC(=O)NC2CCCC2)C(=O)c2ccc(N3CCCCC3)nc2)cc1
    -9%	-2%	?	3%
O=C(N/N=C/c1c[nH]c2ccccc12)c1cc(-c2ccc3ccccc3c2)n[nH]1
    ·	16µM*	·	?
CC1(C)CC(=O)C2=C(C1)NCN(Cc1ccc3c(c1)OCO3)C2
    -4%	6%	1.8%	10%
Cc1ccc(OCCCC(=O)Nc2sc3c(c2C(N)=O)CCCC3)cc1
    -6%[10.9 µM]	-23%	?	-14%
Cc1sc2ncnc(NCc3ccco3)c2c1C
    -31%[inhibitor]	6%	1.2%	-21%
COc1ccc(-c2nc(CSc3nncn4c3cc3oc(C)cc34)c(C)o2)cc1
    28%[10.9 µM]	-39%	0.5%	2%
CC(C)n1c(=NC(=O)c2ccco2)c(C#N)cc2c(=O)n3ccccc3cc21
    -2%	23%	3.3%	-22%
C=CCn1c(SCC(=O)NC(=O)NCc2ccco2)nc2sc(CC)cc2c1=O
    -13%	-28%	0.3%	-10%

New compounds follow.
Screens in order: Peg3 imprint	p53ts 39C kill	IkB sig inh	p53ts 32C kill
CCCNC(=O)C1CN(S(=O)(=O)c2ccccc2)CCN1S(=O)(=O)c1ccccc1 (stereo not drawn)
    -10%	8%	0.3%	-1%
O=C(O)c1cc2cc(Cl)ccc2oc1=O
    -3%	4%	0.6%	1%
Cc1cc2c(cc1S(=O)(=O)NCc1ccc(F)cc1)OCC(=O)N2
    -5%[10.9 µM]	-3%	0.4%	-4%
COc1ncc2nc(CCc3ccccc3)c(=O)n(Cc3cccs3)c2n1
    ·	-8%	4.2%[11.4 µM]	-4%
O=C(C1CCCO1)N1CCN(S(=O)(=O)c2cccc3nsnc23)CC1 (stereo not drawn)
    -12%	0%	1.4%	-2%
Cc1ccc(C2CC(=O)n3nc(-c4ccc(Cl)cc4)nc3S2)cc1 (stereo not drawn)
    -6%[10.9 µM]	-7%	?	-11%
COc1ccc(S(=O)(=O)N(CC(=O)Nc2cccc(C)c2)c2ccc(C)cc2)cc1OC
    -17%[10.9 µM]	-21%	5.0%	3%
COc1ncc2nc(-c3cccs3)c(=O)n(C)c2n1
    -4%	-10%	-3.1%[11.4 µM]	-20%
Cc1ccc(-c2c3c(=O)n(C)c(=O)n(C)c3c3c(C)cc(C)nn23)cc1
    -4%	-4%	-0.3%	-6%
Cc1c(NC(=O)c2c(F)c(F)c(F)c(F)c2F)c(=O)n(-c2ccccc2)n1C
    24%	-10%	-0.2%	?

More records
Screens in order: Peg3 imprint	p53ts 39C kill	IkB sig inh	p53ts 32C kill
Cc1ccc(NC(=O)CC2NCCNC2=O)cc1 (stereo not drawn)
    -1%	3%	-0.1%	3%
CCc1ccc2c(c1)c1nc(C)sc1n2CC
    -5%	8%	1.5%	8%
CCn1c(=O)c(=O)[nH]c2cc(C(=O)N3CCN(c4ccccc4F)CC3)ccc21
    4%	-5%	-1.5%	3%
COc1ccc(CCNC(=O)Cn2c(=O)cc(C(F)(F)F)c3c(C)nn(C)c32)c(OC)c1
    -5%[10.9 µM]	-21%	0.4%	0%
Cc1ccc(Nc2c(-c3ccc(N4CCOCC4)cc3)nc3ccc(Cl)cn23)cc1
    10%[10.9 µM]	-1%	-2.6%	-8%
O=C(C1CCN(S(=O)(=O)c2ccc3c(c2)OCCO3)CC1)N1CCc2ccccc21
    -16%	12%	2.8%	0%
O=C(CSc1nnc(CNC(=O)c2ccccc2F)o1)NCC1CCCO1 (stereo not drawn)
    -11%	4%	-2.2%	3%
Cc1cc(=O)[nH]c(SCC(=O)N2CCC(C(N)=O)CC2)n1
    12%	4%	0.3%	4%
OCCOc1ccc(C2=NCCO2)cc1
    -15%	4%	1.1%	-2%
O=C(NCCc1csc(-c2ccc(Cl)cc2)n1)c1cccs1
    -9%[10.9 µM]	?	?	-21%

Carrying on:
Screens in order: Peg3 imprint	p53ts 39C kill	IkB sig inh	p53ts 32C kill
CCCc1cc(=O)[nH]c(Nc2ccc(C(=O)O)cc2)n1
    6%[10.9 µM]	12%	?	9%
Cc1onc(-c2ccccc2Cl)c1C(=O)Nc1sc2c(c1C#N)CCC2
    -10%	5%	?	5%
CC1(c2ccc3noc(-c4ccccc4)c3c2)OCCO1
    ·	-12%	3.0%	-7%
O=C(Oc1ccc(OC(=O)c2ccncc2)cc1)c1ccncc1
    1%	7%	0.3%	5%
c1ccc(CSc2nnc(-c3ccco3)n2Cc2ccccc2)cc1
    -23%	-3%	?	-1%
O=C(c1ccccc1-c1ccccc1)N1CCOCC1
    -9%	15%	0.5%	5%
S=c1[nH]ncn1/N=C/c1ccc(Br)cc1
    ·	-6%	·	-7%
COC(=O)c1ccccc1NC(=O)C1CCCN(C(=O)c2cnn(-c3ccc(F)cc3)c2-n2cccc2)C1 (stereo not drawn)
    -7%[10.9 µM]	-26%	?	12%
COC(=O)c1scc(-c2ccc(C)cc2)c1S(=O)(=O)Nc1cc(Cl)c(OC)cc1OC
    -5%[10.9 µM]	-2%	?	10%
Cc1nc(N2CCN(C)CC2)c2c(C)c(C(=O)Nc3ccc(F)cc3)sc2n1
    -12%	-9%	1.6%	2%

Going on with the list.
Screens in order: Peg3 imprint	p53ts 39C kill	IkB sig inh	p53ts 32C kill
CCOc1ccccc1NC(=O)CSc1nc2cc(OC)c(OC)cc2c2nc(-c3ccccc3)nn12
    ?	24%	3.5%	1%
COc1ccc(N2CCN(c3ncnc4c3cnn4-c3ccc(C)c(Cl)c3)CC2)cc1
    22%[10.9 µM]	27%	0.9%	-6%
CCOC(=O)c1cc(-c2ccc(OC)cc2)n(CCC(=O)Nc2cccc(C(C)=O)c2)c1C
    -8%[10.9 µM]	?	0.4%	3%
CC1=C(C(=O)OC(C)C)C(c2cccnc2)n2ncnc2N1 (stereo not drawn)
    -12%	-3%	-2.6%	4%
CC(=O)N1[C@H](Cc2ccccc2)C=C[C@]1(C)C(=O)NCc1cc(F)cc(C(F)(F)F)c1
    -9%	-10%	·	-3%
CC(NC(=O)C1CC1)C(c1cccs1)N1CCN(c2ccccc2)CC1 (stereo not drawn)
    ·	7%	·	-4%
CCCCN(CC)C(=O)Cn1nc(C)c2c(C)n(-c3ccccc3)nc2c1=O
    24%[10.9 µM]	17%	-0.1%	10%
COc1ccc2nccc(C(=O)O)c2c1
    2%[16.8 µM]	2%[20.6 µM]	1.5%[25.6 µM]	1%[20.6 µM]
CCC1CCCCN1CCNC(=O)CCS(=O)(=O)c1ccc(Br)cc1 (stereo not drawn)
    ·	7%	·	-10%
CCc1ccc(NC(=O)CC2C(=O)N(c3ccccc3)C(=O)N2C(C)C)cc1 (stereo not drawn)
    -9%[10.9 µM]	-29%	1.8%	-12%

The listing continues.
Screens in order: Peg3 imprint	p53ts 39C kill	IkB sig inh	p53ts 32C kill
Cc1ccc(C)c(CNC(=O)c2ccc3c(c2)nc2n3CCOC2)c1
    -4%[10.9 µM]	?	?	7%
COc1cc(S(=O)(=O)N2CCC(c3nc4ccccc4s3)CC2)ccc1S(=O)(=O)N1CC(C)CC(C)C1 (stereo not drawn)
    ·	-5%	·	5%
Cn1c(C(=O)N2CCN(c3ncccn3)CC2)cc2c(=O)n(C)c3ccccc3c21
    -12%	-10%	1.9%	2%
N#Cc1nc(-c2ccc(Cl)cc2)oc1NCc1ccco1
    -5%	9%	-1.9%	-8%
